# Compound activity (PubChem BioAssay)
# CHRM4 PAM = positive allosteric modulators of human muscarinic M4 receptor; P08173; CHO-K1 hM4/Gqi5, Fluo-8 calcium fluorescence, ACh EC20; 0% = ACh EC20, 100% = maximal ACh; activation, % at 3 µM; 0.4% of 360,000 active;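 active = activation above its plate's cutoff, the mean activation of sample wells plus 3 SD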; note: some results filed as inactive read as strong as hits
# M1 PAM = human CHRM1 positive allosteric modulation; P11229; CHO-K1 hM1, Fluo-8 calcium fluorescence, ACh EC20; 0% = ACh EC20, 100% = maximal ACh; activation, % at 3 µM; 0.088% of 360,000 active; AID 588819; in the data active = activation above about 19%, passing the limit was not always enough
# Target sequence (P11229 whole entry, looked up): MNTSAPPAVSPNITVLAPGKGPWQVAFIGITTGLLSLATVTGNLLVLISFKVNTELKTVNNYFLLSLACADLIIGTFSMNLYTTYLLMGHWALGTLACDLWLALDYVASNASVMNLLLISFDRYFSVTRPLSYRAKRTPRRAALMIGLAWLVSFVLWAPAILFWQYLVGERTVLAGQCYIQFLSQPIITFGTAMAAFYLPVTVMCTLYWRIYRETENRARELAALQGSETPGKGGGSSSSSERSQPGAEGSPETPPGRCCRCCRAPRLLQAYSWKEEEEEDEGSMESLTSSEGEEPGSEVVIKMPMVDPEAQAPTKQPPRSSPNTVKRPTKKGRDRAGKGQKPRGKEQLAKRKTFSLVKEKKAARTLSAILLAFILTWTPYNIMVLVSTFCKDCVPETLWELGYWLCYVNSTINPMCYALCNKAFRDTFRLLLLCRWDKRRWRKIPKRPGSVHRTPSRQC
# M5 ag = agonists of human muscarinic M5 receptor (CHRM5). 0.19% of 360,000 active. AID 624037. CHO-K1 hM5 cells, Fluo-8 calcium fluorescence; 0% DMSO wells, 100% maximal acetylcholine response. activation, % at 3 µM;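 active = activation above the run's mean over test compounds plus 3 SD, cut at about 23% in these data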;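 note: signal is peak over basal fluorescence ratio across the kinetic read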
# Target sequence (P08912 whole entry, looked up): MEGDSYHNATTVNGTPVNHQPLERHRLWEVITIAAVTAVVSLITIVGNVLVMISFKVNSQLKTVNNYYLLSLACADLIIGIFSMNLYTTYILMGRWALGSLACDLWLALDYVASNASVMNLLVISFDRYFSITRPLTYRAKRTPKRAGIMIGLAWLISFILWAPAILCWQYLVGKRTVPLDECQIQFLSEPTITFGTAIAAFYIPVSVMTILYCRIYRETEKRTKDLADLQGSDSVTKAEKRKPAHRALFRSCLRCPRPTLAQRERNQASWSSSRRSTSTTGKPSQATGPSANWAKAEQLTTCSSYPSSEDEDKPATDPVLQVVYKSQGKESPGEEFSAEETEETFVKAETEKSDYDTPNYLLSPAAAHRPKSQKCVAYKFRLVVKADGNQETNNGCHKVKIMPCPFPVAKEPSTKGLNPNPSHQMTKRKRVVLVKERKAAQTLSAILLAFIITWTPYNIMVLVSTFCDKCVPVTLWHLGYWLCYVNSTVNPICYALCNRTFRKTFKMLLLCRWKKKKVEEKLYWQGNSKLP
# CHRM4 antagonist = blocks acetylcholine activation of human M4 receptor; CHO-hM4 cells, ACh EC80, Fluo-8 calcium fluorescence; P08173; AID 624125; inhibition, % at 3 µM; 0.73% of 360,000 active;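 active = inhibition above its plate's cutoff, the mean inhibition of sample wells plus 3 SD, cut at about 27% in these data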;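 note: 0% = acetylcholine EC80 with DMSO and 100% = DMSO without agonist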
# CRFR2-BP ag = agonists of human CRF-binding protein/CRF-R2 receptor complex; HEK293 CRF-R2/CRF-BP, calcium dye fluorescence (FLIPR); percent of saturating CRF peptide response; activation, % at 13.2 µM; 0.46% of 350,000 active; AID 588473;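 active = activation of at least 50%, plus an integration ratio under a set limit after plate pattern correction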;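 note: plate controls were neutral control wells without compound for no effect and CRF at EC100 for full effect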
# M4 ag = CHRM4 agonism in calcium assay. P08173. CHO-K1 hM4/Gqi5, Fluo-8 calcium fluorescence; vehicle 0%, full acetylcholine response 100%. activation, % at 3 µM. 0.14% of 360,000 active. AID 624127;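 active = activation above the run mean over all test wells plus 3 SD, cut at about 32% in these data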;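 note: peak over basal fluorescence ratio per well then scaled between controls; 0% = DMSO wells and 100% = acetylcholine at EC100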
# M5 antag = CHRM5 antagonism in calcium assay | P08912 | inhibition, % at 3 µM | 0.59% of 360,000 active | CHO-hM5 cells, Fluo-8 calcium fluorescence, ACh EC80;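 active = inhibition above a per-plate cutoff, the mean of that plate's test compounds plus 3 SD, cut at about 27% in these data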;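 note: 0% = acetylcholine EC80 with DMSO and 100% = DMSO without agonist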
# M1 antag = human CHRM1 antagonism; 1.3% of 360,000 active; CHO-K1 hM1, Fluo-8 calcium fluorescence, ACh EC80 antagonist; P11229; inhibition, % at 3 µM;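 active = percent inhibition above its own plate's cutoff, namely the mean of that plate's compound wells plus 3 SD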;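 note: peak over basal fluorescence ratio during 140 s after agonist addition; 0% = ACh EC80 plus DMSO and 100% = DMSO alone without agonist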
# M5 PAM = CHRM5 positive allosteric modulation; CHO-K1 hM5, Fluo-8 calcium, ACh EC20 PAM; 0% = ACh EC20, 100% = ACh EC100; 0.3% of 360,000 active; activation, % at 3 µM; AID 624038; P08912;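 active = activation above the run cutoff, the mean activation of all test compounds plus 3 SD, cut at about 18% in these data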
#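 Assay system: CHO-K1 hM5 cells. Also added: acetylcholine at EC20 concentration, added after compound. Dosing: 3 µM, single dose. Times: compound preincubation 140 s before EC20 acetylcholine addition. Signal: Fluo-8 calcium fluorescence. Measure: % activation relative to EC20 and EC100 ACh responses. Repeats: singlicate, one well per test compound.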
# Starred values were filed as active, the others as inactive; / = not tested or not shown. This is a random part of the collection; any-hit rate near 2.8%.
CHRM4 PAM	M1 PAM	M5 ag	CHRM4 antagonist	CRFR2-BP ag	M4 ag	M5 antag	M1 antag	M5 PAM	Structure
-8	4	2	-5	-0.7	1	5	-8	8	O=C(c1ccc(F)cc1)N1CCCC(C(=O)N2CCN(c3ccccc3)CC2)C1 (centres undefined)
11	0	-7	-5	1.1	2	4	-8	-2	OCC1(CCc2ccccc2)CCN(Cc2cc(F)ccc2-n2cccn2)CC1
3	7	1	-5	-0.5	1	3	-1	6	CCN(CC)S(=O)(=O)c1ccc(N2CCCC2)c(C(=O)OCC(=O)N2CCCC2)c1
-3	1	-1	12	-6.0	3	11	-1	-6	O=C(Nc1ccccc1OC(F)F)c1ccc(S(=O)(=O)N2CCCC2)cc1
0	10	-2	-2	-0.9	1	2	-9	-2	O=C(O)c1ccc(CNCc2cccc(Cl)c2)cc1
-10	-2	1	6	-1.3	0	-2	-11	0	CC1CCCCC1NC(=O)CSc1nnc(-c2ccco2)n1N (centres undefined)
-8	0	-3	-4	0.9	6	3	0	-5	COc1ccc(NC(=S)N(CCCOC(C)C)C2CCN(C(C)=O)CC2)cc1Cl
-13	8	-2	4	0.3	0	6	-16	0	CN(C)NC(=O)c1csnc1-c1c(Cl)cccc1Cl
-2	-8	-5	-2	-0.8	0	5	-5	-6	CC1CC(C)CN(CCOc2ccccc2-c2ccccc2)C1 (centres undefined)
10	8	-5	-11	-0.7	3	4	-13	-1	CCCCN(CC)C(=O)Cn1ncc2c3ccccc3n(CCC)c2c1=O
12	3	0	-7	1.8	3	0	1	-5	CCOc1ccccc1NC(=O)c1ccc(F)c(S(=O)(=O)N2CCC3(CC2)OCCO3)c1
2	7	0	14	0.2	1	14	-1	-7	CC(=O)N1CCN(C(=O)CN2C(=O)NC(C)(c3ccc4ccccc4c3)C2=O)CC1 (centres undefined)
-2	4	-8	6	-4.5	0	15	-13	-3	CC(=O)Nc1cc2c(cc1Cl)Cc1cc(Cl)ccc1-2
-2	/	-7	2	/	0	16	/	-15	O=C1c2ccccc2[C@@H]2Cc3csc[n+]3[C@H]12
-2	11	-15	-1	2.1	0	19	-18	-3	CC(C)(C)C(=O)NC1CC2CCCC(C1)N2C(=O)Nc1ccccc1 (centres undefined)
0	-4	-2	-13	0.7	3	-20	-4	5	CC1(CCC(=O)N2CCCC(N3CCN(c4cccc(C(F)(F)F)c4)CC3)C2)CC1 (centres undefined)
-1	13	-7	-8	-0.6	6	18	-14	-14	CC(CC(=O)N1CCN(S(=O)(=O)c2ccc([N+](=O)[O-])cc2)CC1)c1ccccc1 (centres undefined)
-3	9	0	1	3.4	3	0	-3	-1	COc1ccc(CCN2Cc3c(N)cccc3C2=O)cc1OC
0	3	1	-5	-0.9	0	-7	-8	8	COc1cc2c(cc1OC)C(Nn1cnnc1)=NC1(CCCC1)C2
3	1	-1	-11	-0.7	0	13	2	7	CC(C)(C)OC(=O)N1CCCC(C(=O)Nc2ccc(C(=O)N3CCOCC3)cc2)C1 (centres undefined)

# The final 7 records of the section above come first, to join the parts.
CHRM4 PAM	M1 PAM	M5 ag	CHRM4 antagonist	CRFR2-BP ag	M4 ag	M5 antag	M1 antag	M5 PAM	Structure
-2	/	-7	2	/	0	16	/	-15	O=C1c2ccccc2[C@@H]2Cc3csc[n+]3[C@H]12
-2	11	-15	-1	2.1	0	19	-18	-3	CC(C)(C)C(=O)NC1CC2CCCC(C1)N2C(=O)Nc1ccccc1 (centres undefined)
0	-4	-2	-13	0.7	3	-20	-4	5	CC1(CCC(=O)N2CCCC(N3CCN(c4cccc(C(F)(F)F)c4)CC3)C2)CC1 (centres undefined)
-1	13	-7	-8	-0.6	6	18	-14	-14	CC(CC(=O)N1CCN(S(=O)(=O)c2ccc([N+](=O)[O-])cc2)CC1)c1ccccc1 (centres undefined)
-3	9	0	1	3.4	3	0	-3	-1	COc1ccc(CCN2Cc3c(N)cccc3C2=O)cc1OC
0	3	1	-5	-0.9	0	-7	-8	8	COc1cc2c(cc1OC)C(Nn1cnnc1)=NC1(CCCC1)C2
3	1	-1	-11	-0.7	0	13	2	7	CC(C)(C)OC(=O)N1CCCC(C(=O)Nc2ccc(C(=O)N3CCOCC3)cc2)C1 (centres undefined)
-2	1	-2	-5	0.9	0	-6	-1	1	COC(=O)CCc1c(C)nc(N)[nH]c1=O
1	8	-1	4	-0.7	1	1	-5	-1	CCOC(=O)C1CCN(C(=O)/C=C/c2cc(OC)c(OC)c(OC)c2)CC1
13	13	-4	-9	-2.6	2	-7	-12	9	CCN(C1CCCCC1)S(=O)(=O)c1cc2c3c(c1)CCN3C(=O)CC2
1	6	-2	-1	0.2	-1	4	-15	-4	O=C(CN1CCc2ccccc2C1)Nc1ccccc1Cl
-6	-9	-6	-4	-3.3	0	4	-2	-9	COc1ccccc1CC(=O)Nc1ccc2c(c1)OC1(CCCC1)O2
-5	-6	-2	-1	/	-1	1	6	-9	CC1(C(=O)Nc2ccc3c(c2)OCCO3)CCN1C(=O)C1(c2ccc(Cl)cc2)CCC1 (centres undefined)
4	6	-1	3	-0.7	0	3	-11	5	O=C(O)COc1ccc(/C=N/NC(=O)C(O)(c2ccccc2)c2ccccc2)cc1
5	13	-2	-1	1.0	1	-1	-10	2	CCC(=O)N(CCO)Cc1cc2ccc(C)c(C)c2[nH]c1=O
12	-5	-12	-9	1.8	2	5	6	8	CC(C)C(NC(=O)c1ccc(C(C)(C)C)cc1)C(=O)Nc1cccc(S(N)(=O)=O)c1 (centres undefined)
-2	7	-1	11	0.8	0	-6	-1	0	CC1CCC(C(=O)NC(C(=O)NCc2cccnc2)C(C)C)CC1 (centres undefined)
-7	0	2	-3	-1.8	2	-6	1	2	COc1ccc(/C=C/C(=O)N(Cc2cccs2)C2CCS(=O)(=O)C2)cc1 (centres undefined)
8	5	-4	20	0.8	1	2	-4	-4	C=CCC(C(=O)OC)(C(=O)OC)c1ccc([N+](=O)[O-])cn1
-1	-8	-1	21	1.1	1	2	26	4	COc1cc(-n2c(=O)c3ccccc3n(CC(=O)c3ccc(F)cc3)c2=O)cc(OC)c1OC
-3	5	-1	7	1.1	2	13	-16	-2	COc1ccc(S(=O)(=O)N(C)CC(=O)N2CCN(c3ccccc3)CC2)cc1
-8	-16	-1	14	-0.9	15	17	18	-10	COc1cc2c(cc1OC)CN(CCOc1ccc(Br)cc1)CC2
9	/	11	-7	/	4	3	/	-3	COC(=O)[C@@]1(Cc2ccc(F)cc2)[C@H]2c3cc(C(=O)N4CCCC4)n(C)c3C[C@H]2CN1C(=O)c1ccccc1
7	8	3	-7	-0.9	1	5	-13	0	COc1ccc(-c2[nH]ncc2CN(C)C(C)c2ccon2)c(OC)c1 (centres undefined)
0	11	6	3	1.2	0	12	-15	-1	O=C(NC1CC1)C1=C[C@H](C2CCCCC2)C[C@H](OCc2ccc(CO)cc2)O1
-3	4	-4	-2	0.9	1	2	-1	-2	CN1C(=O)CCC(CCC(=O)O)(c2ccccc2O)C1=O (centres undefined)
7	4	1	2	-0.3	0	4	5	5	N#Cc1ccc(C(=O)NC(=S)N2CCOCC2)cc1
-5	5	-9	6	0.2	0	5	-3	6	COc1ccc(/C(O)=C2/C(=O)C(=O)N(Cc3cccnc3)C2c2ccco2)cc1OC (centres undefined)
7	5	2	-4	-1.0	5	-1	-12	-3	CCOC(=O)N1CCN(C(=O)CSc2nc3ccccc3c(=O)n2-c2ccccc2)CC1
-3	-8	-2	-4	-0.2	1	4	4	-2	Cc1ccc([N+](=O)[O-])cc1S(=O)(=O)Nc1ccc(-c2ccc(N3CCCC3)nn2)cc1
2	6	-6	2	4.0	2	-2	-7	1	CC(C)(C)NC(=O)CSC(=Nc1ccc(F)cc1)NC#N
6	9	0	-2	0.1	1	8	-10	-1	NC(=O)CC1C(=O)N(c2ccc(F)cc2)C(=O)N1NC(=O)CCc1ccccc1 (centres undefined)
4	-5	-2	-3	-0.1	3	5	19	-3	CC1CCN(S(=O)(=O)N2CCC(C(=O)NCCc3ccccc3)CC2)CC1
-6	3	-3	6	-1.1	-2	-2	0	-2	Cc1cccc(Oc2sc(C(=O)c3ccccc3)c(N)c2C#N)c1
-20	4	0	-5	5.2	1	2	-3	1	Cc1ccccc1NC(=O)Cn1nnc(-c2ccc(CN3CCC(C)CC3)cc2)n1
4	-1	-4	1	1.5	0	0	16	-5	NC(=O)CC(c1ccccc1)c1ccco1 (centres undefined)
-1	-4	0	-5	-3.7	4	-2	-1	-3	Cc1cccc(N2CCN(C3=NC(=O)/C(=C\c4cn[nH]c4-c4ccccc4)S3)CC2)c1
-4	1	2	4	-1.6	2	2	-1	-2	CC(=O)Nc1ccc(-c2nc3ccccc3o2)cc1
0	6	-3	-9	-4.8	1	-2	-4	4	O=C(CCNC(=O)OCc1ccccc1)NC1CCCCC1
-4	4	0	-6	/	12	1	-12	-5	COc1ccc(NC(=O)c2ccc(-c3c(C)noc3C)c3ccoc23)cc1
-4	6	0	4	-1.5	1	-11	-3	15	CCOC(=O)C1CCN(C(=O)C2CCC(=O)N(Cc3cccc(C(F)(F)F)c3)C2)CC1 (centres undefined)
4	-6	-3	7	14	2	5	8	-3	CCc1ccc([C@@H]2CC=C(C(=O)O)[C@H](c3cccc(Cl)c3)N2S(=O)(=O)c2ccc(C)cc2)cc1
-6	-6	0	-3	-0.9	19	8	7	-19	COc1ccccc1/C=C/C(=O)Nc1cccc(S(=O)(=O)N2CCOCC2)c1
8	15	3	-15	1.1	1	8	-2	10	CCN(c1ccccc1)S(=O)(=O)c1ccc(Cl)c(NC(=O)c2ccc(=O)[nH]n2)c1
-5	5	-3	-8	-0.6	1	12	-9	-1	CCCCC[C@H]1CN(CCCC)C(=O)[C@@H]1CC(=O)NCc1ccccc1
7	5	-5	0	0.4	0	-7	-10	6	COC(=O)c1nc2nc(C)cc(C(F)(F)F)n2n1
0	10	-2	11	0.0	0	-3	-11	5	CCn1cc(C(=O)NCc2cccc(C(F)(F)F)c2)c(=O)c2ccc(C)nc21
-4	5	-2	12	-2.2	4	-3	-4	-1	CNC(=S)N/N=C/c1cn(CCOc2cccc(OC)c2)c2ccccc12
5	2	2	-11	-1.5	2	-7	-11	3	CCCS(=O)(=O)N1CCCC(C(=O)Oc2ccc(C)c(C)c2)C1 (centres undefined)
-9	5	-7	8	0.8	1	10	1	-6	O=C(COc1ccc2c3c(c(=O)oc2c1)CCCC3)NCCCn1ccnc1
27	26*	5	-1	7.7	2	-16	-37	22*	COc1ccc(-c2nn(-c3ccccc3)cc2C(=O)NC(=S)Nc2cc(Cl)ccc2Cl)cc1
18*	2	2	-17	-2.2	1	-9	-7	0	Cc1nc2nc(-c3ccccc3)cn2nc1C
6	11	-4	4	0.5	1	9	-8	-1	COc1ccccc1N1CC(C(=O)Nc2nnc(SCc3cccnc3)s2)CC1=O (centres undefined)
-4	2	3	3	-0.5	4	-7	-24	1	Cc1c(NC(=O)C(C)OC(=O)c2c3c(nc4ccccc24)CCC(C)C3)c(=O)n(-c2ccccc2)n1C (centres undefined)
3	7	1	-8	-2.2	1	0	-12	2	CC(NC(=O)C(NC(=O)C(Cc1c[nH]c2ccccc12)NC(=O)OC(C)(C)C)C(C)C)C(N)=O (centres undefined)
